TNAP activation fold – human TNAP enzyme activators, primary screen, biochemical, luminescent, no phosphate acceptor, uHTS (AID 1001). Alkaline phosphatase, tissue-nonspecific isozyme (Homo sapiens). purified TNAP, luminescent activation assay, no phosphate acceptor; higher activation fold means a stronger effect. one-dose activation fold at 20 µM; EC50 in µM for titrated hits. 200,000 compounds, 0.03% hits; in the data active = activation fold from about 3, or a potency from the dose series; inactive = the rest, 99 in 100 with activation fold below about 1.6; also: many of its hits are not listed in these tables
PMI inhibitors – inhibitors of human PMI, primary screen, biochemical, fluorescence intensity, coupled assay (AID 1209) | Mannose-6-phosphate isomerase (Homo sapiens) | purified PMI enzyme, coupled fluorescence intensity; higher % means a stronger effect | one-dose inhibition, % at 20 µM; IC50 in µM for titrated hits | 190,000 compounds, 0.42% hits;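 also: plate controls were DMSO vehicle for no effect and wells lacking substrate for full effect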
NOD1 NF-kB reporter – NOD1 signaling inhibitors, primary screen, cell-based, luminescence, uHTS (AID 1578); inhibition, % at 4 µM; hits with a dose series show EC50 in µM; NOD1-driven NF-kB luciferase reporter cells, luminescence; higher % means a stronger effect; 290,000 compounds, 1% hits; in the data active = inhibition mostly above about 36%, no sharp cut-off; inactive = mostly below about 34%;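 also: HEK-293T reporter cells stimulated with the NOD1 agonist gamma-tri-DAP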
XIAP displacement – XIAP antagonists, biochemical, IAP family, fluorescence polarization (AID 1018). E3 ubiquitin-protein ligase XIAP (Homo sapiens). XIAP BIR domain, fluorescence polarization peptide displacement; higher % means a stronger effect. one-dose displacement, % at 20 µM; IC50 in µM for titrated hits. 200,000 compounds, 0.007% hits; in the data active = displacement above about 50%; also: a part of the inactive calls stands beside numbers as strong as those of hits
KOR beta-arrestin-1 – KOR agonists, beta-arrestin recruitment, primary screen, cell-based, luminescence, uHTS (AID 1777); Kappa-type opioid receptor (Homo sapiens); KOR beta-arrestin recruitment, luminescence; higher % means a stronger effect; activation, % at 10 µM; hits with a dose series show EC50 in µM; 280,000 compounds, 0.02% hits; in the data active = activation above about 50%, passing the limit was not always enough; also: a part of the inactive calls stands beside numbers as strong as those of hits
NOD2 inhibition – NOD2 signaling inhibitors, cell-based, luminescence, uHTS, HEK293 (AID 1566); one-dose inhibition, % at 4 µM; EC50 in µM for titrated hits; HEK293 NOD2/NF-kB luciferase reporter, luminescence; higher % means a stronger effect; 290,000 compounds, 0.63% hits; also: many of its hits are not listed in these tables
LYP phosphatase – inhibitors of LYP phosphatase, biochemical, fluorescence intensity, uHTS (AID 1779); recombinant LYP phosphatase, fluorescence intensity; higher % means a stronger effect; 290,000 compounds, 0.054% hits; inhibition, % at 11.5 µM, or IC50 in µM where a hit was titrated;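 also: plate controls were vehicle with enzyme for no effect and no enzyme for full effect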
KOR beta-arrestin-2 – KOR antagonists, beta-arrestin recruitment, cell-based, luminescence, uHTS (AID 1778) | Kappa-type opioid receptor (Homo sapiens) | KOR beta-arrestin recruitment, luminescence, antagonist mode; higher % means a stronger effect | one-dose inhibition, % at 10 µM; IC50 in µM for titrated hits | 290,000 compounds, 0.091% hits; also: strong numbers were not always called active
human PMI inhibitors – human PMI inhibitors, high substrate, primary screen, biochemical, fluorescence intensity, high mannose 6-phosphate (AID 1220). 190,000 compounds, 0.66% hits. recombinant PMI enzyme, coupled fluorescence intensity; higher % means a stronger effect. inhibition, % at 20 µM, or IC50 in µM where a hit was titrated
* marks the source's active call; other numbers are inactive results; nt = not tested or not shown; [ ] = another dose, or the depositor's remark. Rule as the data show it, unless noted: active = inhibition above about 50%; inactive = the rest.

Each structure is followed by: TNAP activation fold | PMI inhibitors | NOD1 NF-kB reporter | XIAP displacement | KOR beta-arrestin-1 | NOD2 inhibition | LYP phosphatase | KOR beta-arrestin-2 | human PMI inhibitors
> CCN(CC)CCCn1c(=S)[nH]c2cc(OC)c(OC)cc2c1=O
→ 1 | 9% | 3% | -5.5% | -4.5% | 21% | -2% | -1% | 5%
> O=C(CS(=O)(=O)Cc1ccccc1)N1CCN(c2ccccc2F)CC1
→ nt | nt | -30% | nt | 9.7% | -8% | -14% | -30% | nt
> CCC(=O)Nc1nnc(SCCOC)s1
→ 1 | 4% | -17% | -1.4% | 0.5% | 4% | -6% | -30% | 1%
> COc1cc(NC(=O)CN2C(=O)c3ccccc3Sc3ccc(C(=O)N4CCOCC4)cc32)cc(OC)c1OC
→ 1.1 | 10% | -32% | -12% | -4.3% | -6% | -3% | 24% | 21%
> COc1ccccc1NC(=O)/C(=C\c1cccs1)NC(=O)c1ccco1
→ nt | nt | 0% | nt | -3.7% | 6% | -1% | 10% | nt
> COc1cc(NC(=O)c2cc(C)nc3ccccc23)cc(OC)c1OC
→ 1.1 | -10% | -15% | 7.8% | -4.6% | 20% | -5% | 2% | 10%
> CCOc1ccccc1OCCCCN1CCCC1
→ 1.1 | 20% | 22% | -7.2% | -1.4% | 9% | 6% | -19% | 10%
> COc1cc(/C=C/c2[nH]c(=O)[nH]c(=O)c2[N+](=O)[O-])cc([N+](=O)[O-])c1O
→ nt | nt | 4% | nt | -4.0% | 22% | -2% | 24% | nt
> CCC1CCC2(CC1)NC(=O)N(CC(=O)Nc1cc(C)on1)C2=O (stereo not given)
→ 1.1 | 2% | -13% | 1.9% | 4.6% | 10% | -3% | -24% | 5%
> CCOc1ccccc1-c1cc(-c2n[nH]c(=S)n2CC)c2ccccc2n1
→ 1.1 | 7% | -17% | 0.4% | -0.6% | 1% | 6% | -18% | 7%
> CCN(Cc1ccncc1)C(=O)c1ccc2c(c1)S(=O)(=O)c1ccccc1C2=O
→ 1.1 | -28% | -18% | -6.3% | -3.2% | -8% | 0% | 13% | -12%
> O=C1C(=O)N(Cc2ccco2)C(c2cccc(Cl)c2)/C1=C(\O)c1ccc2c(c1)OCCO2 (stereo not given)
→ 1 | 0% | -25% | -5.4% | 11% | 6% | -3% | -28% | 0%
> O=C(NCCCN1CCOCC1)NC1CCCCC1
→ 1.1 | -10% | -11% | -2.6% | -5.5% | -3% | 2% | -1% | -5%
> O=C(NC(Cc1c[nH]c2ccccc12)C(=O)O)c1ccc(Br)cc1 (stereo not given)
→ 1.1 | -11% | -26% | -11% | 1.8% | -87% | 1% | -36% | -15%
> Cc1csc(NC(=O)CCCc2cccs2)n1
→ 1.1 | 8% | -21% | -8.0% | 8.6% | -38% | -3% | 1% | 5%
> COc1ccc(CCn2c(SCC(=O)Nc3cc(C)on3)nc3ccccc3c2=O)cc1OC
→ 1.1 | -2% | 4% | -6.4% | -4.2% | 1% | -8% | -11% | -3%
> CCc1ccccc1N(C)S(=O)(=O)c1ccc2[nH]cc(C(=O)O)c(=O)c2c1
→ 1.1 | -17% | -58% | -5.2% | -2.4% | 11% | 1% | -8% | -18%
> COc1ccccc1NC(=O)CSc1nncn1-c1cccnc1
→ 1 | -2% | -22% | -4.1% | 0.2% | 10% | -7% | -2% | 4%
> Cc1ccc2cc(CCNC(=O)c3ccc(S(=O)(=O)N4CCCCC4)cc3)c(=O)[nH]c2c1
→ 1.1 | 21% | -13% | -6.1% | -1.5% | 1% | 1% | 10% | 17%
> COc1nc(-c2ccccc2)ccc1-c1noc(C)n1
→ 1.1 | 12% | -25% | -3.8% | 8.7% | -21% | -5% | 2% | 4%
> Cc1nc2scc(C)n2c(=O)c1S(=O)(=O)N1CCN(c2ccccc2)CC1
→ nt | nt | -9% | nt | -2.3% | 11% | -4% | -20% | nt
> COc1ccccc1CCc1nnc(CCC(=O)N(C)Cc2cccc3cnccc23)o1
→ 1 | 18% | -37% | -4.6% | nt | -39% | -6% | 4% | 12%
> COc1ccc(CNC(=O)CN(C)S(=O)(=O)c2ccc3c(c2)c(=O)n(C)c(=O)n3C)cc1
→ nt | nt | -6% | nt | 0.3% | 13% | -12% | -4% | nt
> C/C=C/C(=O)Nc1cccc(C2=NOC3(C2)C[C@H](C(N)=O)N(C(=O)c2ccccc2C(=O)c2ccccc2)C3)c1 (stereo not given in full)
→ nt | nt | 2% | nt | 0.0% | 10% | -1% | 31% | nt
> CC1(C)C(=O)Nc2ccccc2N1C(=O)COC(=O)CCSc1ccccc1
→ 1.1 | 6% | 23% | -7.9% | -3.7% | -19% | -4% | -74% | 0%
> CN(C)CCCN(C(=O)c1ccco1)c1nc2cc3c(cc2s1)OCO3
→ nt | nt | -35% | nt | 2.6% | -4% | 1% | 14% | nt
> Cc1csc(SCC(=O)NC(=O)NCCC(C)C)n1
→ 1 | 1% | -10% | -12% | 2.0% | 8% | -6% | -25% | 2%
> CC(C)(C)NC(=O)C(OC(=O)c1cccs1)c1ccccc1 (stereo not given)
→ 1.1 | 1% | -34% | -3.5% | -2.5% | 0% | -5% | -20% | -4%
> CC(=O)C1C(c2ccc(Cl)cc2)c2c(noc2C)CC1(C)O (stereo not given)
→ nt | nt | -5% | nt | nt | 20% | -4% | 3% | nt
> CCN1C/C(=C/c2ccc(N3CCOCC3)cc2)C(=O)/C(=C/c2ccc(N3CCOCC3)cc2)C1
→ 0.9 | 7% | -14% | 0.6% | -5.7% | 19% | 3% | -3% | 2%

Entries of single compounds, quoted from the list. Screens in order: TNAP activation fold, PMI inhibitors, NOD1 NF-kB reporter, XIAP displacement, KOR beta-arrestin-1, NOD2 inhibition, LYP phosphatase, KOR beta-arrestin-2, human PMI inhibitors
`O=C(NC(Cc1c[nH]c2ccccc12)C(=O)O)c1ccc(Br)cc1` (stereo not given) is listed as 1.1, -11%, -26%, -11%, 1.8%, -87%, 1%, -36%, -15%
`CCN(CC)CCCn1c(=S)[nH]c2cc(OC)c(OC)cc2c1=O` is listed as 1, 9%, 3%, -5.5%, -4.5%, 21%, -2%, -1%, 5%

Additional records
Each structure is followed by: TNAP activation fold | PMI inhibitors | NOD1 NF-kB reporter | XIAP displacement | KOR beta-arrestin-1 | NOD2 inhibition | LYP phosphatase | KOR beta-arrestin-2 | human PMI inhibitors
> OCCC1CN(CCCc2ccccc2)CCN1CCc1ccccc1 (stereo not given)
→ nt | nt | 12% | nt | -3.2% | -12% | -11% | 5%[20 µM] | nt
> Cc1cccc(-n2c(O)c(C=Nc3ccccc3)c3ccccc3c2=O)n1
→ 1.1 | -8% | -24% | -8.5% | -3.6% | 12% | 2% | 16% | -6%
> C=CCNC(=S)NC1CC(C)(C)NC(C)(C)C1
→ 1.1 | -10% | -25% | -3.8% | -0.8% | 10% | -10% | 17% | -6%
> O=C(NCC1CCCO1)c1nc2c(nnn2Cc2ccc(F)cc2)c(=O)[nH]1 (stereo not given)
→ 1.1 | -7% | 0% | -5.9% | 3.9% | 10% | -10% | 6% | 2%
> O=C(CS(=O)(=O)c1ccc(Cl)cc1)Nc1nnc(-c2cccs2)o1
→ nt | nt | -20% | nt | -6.7% | 11% | 0% | -34% | nt
> COC(=O)c1ccc(S(=O)(=O)N(Cc2ccccc2)Cc2ccccc2)n1C
→ nt | nt | -8% | nt | 0.7% | -34% | -1% | 42% | nt
> Nc1nc(SCC(=O)Nc2ccc([N+](=O)[O-])cc2)[nH]c(=O)c1NC(=O)c1ccc(Br)o1
→ nt | nt | -40% | nt | 2.3% | -10% | -4% | -23% | nt
> COc1ccc(S(=O)(=O)NCc2cc(=O)n(C)c(=O)n2C)cc1F
→ nt | nt | -23% | nt | -4.9% | -1% | -13% | -21% | nt
> Cn1ccnc1C1CCCCN1C(=O)c1cc(COc2ccc(F)cc2F)on1 (stereo not given)
→ nt | nt | -5% | nt | 0.0% | 7% | -6% | -2% | nt
> Cc1ccc(C(=O)N/C(=C\c2cccs2)C(=O)N2CCOCC2)cc1C
→ nt | nt | -28% | nt | 0.8% | -16% | -9% | 0% | nt
> Cc1ccc2c(c1)N(CC(=O)NCCCN1CCOCC1)C(=O)c1cccnc1O2
→ nt | nt | -26% | nt | -6.1% | 11% | -6% | -12%[20 µM] | nt
> O=C(OC1CCCCC1=O)c1cc(Cl)ccc1[N+](=O)[O-] (stereo not given)
→ 1.1 | -51% | -19% | -4.5% | -0.8% | 12% | 1% | 17% | -47%
> CC1(C)CC(=O)C(C=Nc2ccc3[nH]ncc3c2)=C(O)C1
→ 0.9 | nt | -2% | 1.5% | -0.6% | 9% | 8% | -58% | 39%
> O=C(/C=C/c1ccco1)N(c1ccccn1)c1ccccn1
→ 1 | -12% | -31% | -5.3% | 0.5% | -1% | 10% | -29% | 15%
> COC(=O)CCCC1=CC2=CC(=O)C(C)(OC(=O)c3cccs3)C(=O)C2=CN1CC1CC1 (stereo not given)
→ nt | nt | -6% | nt | -2.2% | 4% | -7% | 9% | nt
> Cc1oc(-c2cccc(Cl)c2)nc1CSCC(=O)O
→ 0.9 | -11% | 12% | -5.1% | -1.7% | 8% | 0% | -22% | -9%
> Cc1ccc2cc(CCNC(=O)c3ccc4c(c3)OCO4)c(=O)[nH]c2c1C
→ 0.9 | 5% | -5% | -4.2% | -2.0% | 14% | 4% | 29% | 1%
> CCCn1c(=O)c(C(=O)NNS(=O)(=O)c2ccc(NC(=O)OC)cc2)c(O)c2ccccc21
→ nt | nt | -11% | nt | -4.4% | 19% | -4% | 0% | nt
> O=C(O)c1cccc(NS(=O)(=O)c2ccc(NC(=O)c3ccco3)cc2)c1
→ 1.1 | -2% | -17% | -3.0% | -6.5% | 20% | -7% | 5% | -7%
> CN(C(=O)COc1ncnc2c1cnn2-c1ccccc1)C1CCCCC1
→ 1.2 | -10% | -10% | -6.0% | 1.9% | 17% | -4% | -3% | -12%
> COc1cccc(OC)c1OCCN(C)C
→ 1.1 | -15% | -91% | -6.1% | -5.2% | -32% | -4% | -112% | -27%
> O=C(Cc1cccs1)N/N=C/C(Cl)=C/c1ccccc1
→ 1.1 | -14% | -41% | 5.2% | -2.2% | -44% | 0% | 7% | -17%
> Cc1ccc(CNC(N)=S)cc1
→ 1.1 | 3% | -15% | -9.0% | -1.6% | -6% | -4% | 9% | 3%
> COc1cc(C)ccc1Oc1nc(-c2ccccc2O)nc2ccccc12
→ nt | nt | -10% | nt | 1.5% | 5% | 0% | 18% | nt
> O=C(CN1CCCCC1)N1CCc2ccccc21
→ nt | nt | 2% | nt | -6.2% | 10% | -9% | 14% | nt
> CCOC(=O)[C@@H]1[C@H]2COc3ccc(Br)cc3[C@H]2N2C(=O)N(c3ccc(Br)cc3)C(=O)[C@]12C
→ nt | nt | -10% | nt | 5.5% | -19% | -6% | -32%[20 µM] | nt
> CCOC(=O)c1c(C)c(C(=O)Nc2ccc(N(C)C)cc2)c(C)n1CC
→ 1.2 | 2% | -14% | 14% | -0.9% | -32% | 3% | -32% | 0%
> COc1ccc(/C=N/Nc2nc(N3CCCC3)nc(N3CCCC3)n2)c(OC)c1OC
→ 1.1 | 2% | -10% | -1.3% | -4.6% | 6% | 4% | 16% | 4%
> O=C(c1cc(S(=O)(=O)N2CCOCC2)ccc1Cl)N1CCOCC1
→ nt | nt | -28% | nt | 3.8% | -5% | -8% | -7% | nt
> CCN(CC)S(=O)(=O)c1ccc2oc(Nc3ccc(OC)cc3OC)nc2c1
→ nt | nt | 22% | nt | -1.8% | 0% | 3% | -27% | nt

An excerpt; count on the stated rates, not on these rows.
